# From PubChem BioAssay
# NPYLR7 ag = activates Aedes aegypti NPYLR7 receptor; HEK293T NPYLR7/Galpha15, GCaMP6s calcium fluorescence; activation, % at 10 µM; 270,000 tested, 0.15% active; AID 1259423; in the data active means activation above about 40%;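 further: 0% = vehicle and 100% = reference agonist at the receptor; some compounds past the cut are filed as inactive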
# hcGAS inh = blocks human cGAS activity. AID 1259398. 290,000 tested, 0.081% active. recombinant h-cGAS, ATP depletion, Kinase-Glo luminescence. inhibition, % at 12.5 µM. Q8N884;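 further: 0% = vehicle reaction and 100% = reaction without DNA for no activity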
# Target sequence (Q8N884 whole entry, looked up): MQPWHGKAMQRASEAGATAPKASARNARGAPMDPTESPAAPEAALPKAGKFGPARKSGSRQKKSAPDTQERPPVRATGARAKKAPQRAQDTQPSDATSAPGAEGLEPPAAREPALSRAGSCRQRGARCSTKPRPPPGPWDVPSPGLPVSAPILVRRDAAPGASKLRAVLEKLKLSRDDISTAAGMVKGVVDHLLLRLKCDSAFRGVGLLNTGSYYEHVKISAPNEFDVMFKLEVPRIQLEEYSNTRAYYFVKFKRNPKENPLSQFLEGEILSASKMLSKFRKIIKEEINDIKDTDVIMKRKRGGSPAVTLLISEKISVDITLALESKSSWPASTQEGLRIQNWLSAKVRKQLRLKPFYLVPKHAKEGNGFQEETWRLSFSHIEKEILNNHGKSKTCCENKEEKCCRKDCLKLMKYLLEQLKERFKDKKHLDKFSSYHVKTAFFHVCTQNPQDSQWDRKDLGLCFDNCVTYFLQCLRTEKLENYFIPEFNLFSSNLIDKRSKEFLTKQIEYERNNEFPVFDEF
# mcGAS lum = blocks mouse cGAS activity | recombinant cGAS, Kinase-Glo ATP depletion luminescence | 160,000 tested, 0.15% active | Q8C6L5 | inhibition, % at 12.5 µM;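 further: 0% = negative control wells and 100% = reference inhibitor with no enzyme activity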
# The depositor's hits bear a star; . = no result given; & = joins results of further samples. Unless noted, no stated cut-off is given here; in the data, active means inhibition above about 40%; inactive means the rest.
# Each structure is followed by: NPYLR7 ag	hcGAS inh	mcGAS lum
CN(Cc1ccc(Cl)cc1)S(=O)(=O)CCN1C(=O)c2ccccc2C1=O
  -0.7	3.7	-2.0
COc1ccc(-n2nnc3c(=O)n(CC(C)=O)cnc32)cc1OC
  -0.4	-5.1	-8.4
CC(O)CNC(=O)c1cc2c(=O)n(C)c(=O)n(C)c2n1Cc1ccco1 (stereo not drawn)
  3.3	-6.4	-10.7
COc1ccc(S(=O)(=O)Oc2ccccc2CN(CCN(C)C)C(=O)Nc2ccccc2OC)cc1
  11.0	-8.9	-5.3
CC(=O)c1ccc(S(=O)(=O)N2CCCC(C(=O)c3ccc4c5c(cccc35)CC4)C2)cc1 (stereo not drawn)
  15.7	-6.8	-9.9
CO[C@H]1[C@H](NC(=O)Cc2ccccc2)c2ccccc2C12CCN(C(=O)c1ccc3cc[nH]c3c1)CC2
  13.0	-10.7	-13.0
CCOc1ccc(OCC)c(S(=O)(=O)NCCn2ncccc2=O)c1
  3.5	-2.5	.
O=c1[nH]c(=O)n(Cc2noc(-c3ccc(Cl)cc3)n2)cc1Cl
  -4.4	-8.2	.
COc1ccc(-c2nc(OC(C)C)nn2-c2ccc(NC(=O)c3cccc([N+](=O)[O-])c3)cc2)cc1
  32.1	-5.1	-3.6
CCn1c(C2CCN(C(=O)COc3ccc4c(c3)OCO4)CC2)n[nH]c1=O
  22.4	-4.7	-7.9
CCN(CC)CCNS(=O)(=O)c1ccc(F)c(F)c1F
  4.0	5.1	-4.5
CC(C)(C(=O)N1CCC1(C)C(=O)NC1Cc2ccccc2C1)c1ccccc1 (stereo not drawn)
  10.4	-9.0	-4.9
CC(=O)N1CC2(CC(=O)OC(C)C)CN(C(C)=O)CC(CC(=O)OC(C)C)(C1)C2=O
  10.5	-1.2	-5.0
O=S(=O)(Nc1cc(F)ccc1F)c1cc(Cl)ccc1Cl
  -3.3	-1.3	.
O=C(c1cc(-c2ccc(Cl)s2)nc2ccccc12)N1CCN(Cc2ccccc2)CC1
  5.1	-6.4	-5.7
CC1CN(C)CCN1C(=O)CS(=O)(=O)c1ccc(Cl)cc1 (stereo not drawn)
  6.1	-7.0	.
Nc1c(Cl)cc(Cl)c2c1C(=O)c1ccccc1C2=O
  1.2	-7.7	-9.1
COn1c(=O)c(-c2cccc(C(F)(F)F)c2)[n+]([O-])c2ccccc21
  4.4	-1.1	-2.5
CCSc1nc(C(F)(F)F)cc(C)c1C#N
  -3.3	1.0	1.2
Cc1nc2scc(C)n2c(=O)c1NC(=O)C1CC1
  32.8	-3.8	-4.5
COc1ccc(NC(=O)C2(C)CCN2C(=O)c2ccc(C(C)(C)C)cc2)cc1OC (stereo not drawn)
  -0.5	3.8	-1.0
Cc1ccc(C)c(-n2nnnc2SC2CCCCNC2=O)c1 (stereo not drawn)
  -1.4	-6.6	-6.2
COc1ccc(NC2CCCN(CC(=O)NCc3cccs3)C2)cc1 (stereo not drawn)
  3.3	-4.5	-14.9
CCCCN(C)C(=O)c1ccccc1NS(=O)(=O)c1ccc(OC)cc1
  1.9	-5.2	.
COc1ccc(-c2ccc3nnc(Cl)nc3c2)cc1
  21.7	-6.0	.
CCOc1nc(-c2ccc(C)cc2)n(-c2ccc(NC(=O)Nc3cccc(Cl)c3)cc2)n1
  5.1	-5.3	-3.3
NCCc1nc(N2CCC(Cc3noc(C4CC4)n3)CC2)c2ccccc2n1
  15.0	0.0	-8.2
COc1ccc(OC)c2sc(N(CCCN(C)C)C(=O)c3cc(C)nn3C)nc12
  1.0	-13.8	-7.1
C=CCN(Cc1cccc(OC)c1)C(=O)c1c(C)nc2sccn12
  -0.2	-2.6	-7.1
COc1ccc(S(=O)(=O)NCC2CCCN(Cc3cc(C(C)C)n[nH]3)C2)cc1 (stereo not drawn)
  -3.3	-6.5	.
O=C(c1c[nH]c2ccccc12)N1CCN(Cc2nnnn2-c2ccc(Cl)cc2)CC1
  -2.4	-9.8	-7.6
O=C(NCCc1ccc(F)cc1)C1(N2CCOCC2)CCCC1
  -6.2	-4.3	.
CCNC(=O)CNC(=O)NCc1ccccc1Oc1ccccc1F
  11.4	-7.2	.
CCCc1ncc(CN2CCC(C(=O)Nc3cccc(-c4cscn4)c3)CC2)cn1
  5.7	-6.7	.
COc1cc(CCC(=O)Nc2cc(F)c(F)cc2NC(C)=O)cc(OC)c1
  -5.1	-15.4	.
N#CCCC(C#N)Cn1c(SC(F)F)nc2ccccc21 (stereo not drawn)
  -1.2	1.6	.
CCSc1nn(CC(=O)Nc2c(C)cccc2C)c(N)c1S(=O)(=O)c1ccc(OC)cc1
  6.0	-6.8	-8.9
O=C(Nc1cccc(OCc2cscn2)c1)NC1CCC(O)CC1 (stereo not drawn)
  -9.3	-2.5	.
CN1CCC2(CC1)CN(C(=O)c1ccc3nc[nH]c3c1)CCCN2C
  2.2	-0.9	-11.7
CC1CN(C(=O)c2cccc(COc3ccc(Br)cc3)c2)CC(C)O1 (stereo not drawn)
  0.5	-1.3	.
COc1ccc2sc(C(=O)NCC3CCCO3)c(Cl)c2c1 (stereo not drawn)
  30.2	-8.4	-6.4
COc1ncc(-c2nccn2CCCN2CCCC2=O)cn1
  -0.2	-2.1	.
CCCCCCCCCCCC(=O)Nc1ccc(C2SCC(=O)N2c2ccc(OCC)cc2)cc1 (stereo not drawn)
  3.0	-1.9	-5.3
Cc1nn(C2CCS(=O)(=O)C2)c2nc(-c3cccs3)cc(C(=O)NC3CCCCC3C)c12 (stereo not drawn)
  1.7	-8.3	-8.9
CCCS(=O)(=O)N1CCN(CCCOC(c2ccc(Cl)cc2)c2ccc(Cl)cc2)CC1
  23.0	-3.9	-8.9
O=C(NCCN1CCOCC1)c1cc2nc(-c3ccc(F)cc3)cc(C(F)(F)F)n2n1
  -10.7	1.9	-0.5
CN(C)c1ccc(C(SCCC(=O)O)SCCC(=O)O)cc1
  3.4	-2.9	.
O=C(NCC1CCCO1)c1cc2n(n1)CCN(Cc1cccc(C(F)(F)F)c1)C2=O (stereo not drawn)
  13.9	-0.8	-5.3
C=CCN(Cc1ccc(C(N)=O)cc1)Cc1cccs1
  -4.7	3.5	-2.4
O=C1NC2(CCSC2)C(=O)N1CC(O)c1ccc(OC(F)(F)F)cc1 (stereo not drawn)
  2.4	-8.5	.
CCC(C(=O)N1CCN(CC(OCc2c(F)cccc2F)c2ccc(Cl)cc2)CC1)c1ccccc1 (stereo not drawn)
  7.5	-7.6	-6.1
Cc1oc(-c2cccc(C(F)(F)F)c2)nc1Cn1cc(CCO)cn1
  -4.4	-8.3	-8.2
COc1cc(C=C(C#N)S(=O)(=O)c2ccc(F)cc2)cc(OC)c1O
  37.5	-2.5	.
Cc1ccc(S(=O)(=O)NC(=O)C2(C)CCN2C(=O)c2cccc(F)c2)nc1 (stereo not drawn)
  2.0	-10.3	.
COC(=O)COc1ccc(Br)cc1C=NNC(=O)COc1cccc2cccnc12
  0.7	-4.5	6.0
O=C(Nc1cccc(Cl)c1)NC1CCN(c2ccccc2C(=O)NCc2cccc(F)c2)CC1
  1.3	-7.0	-5.7
CC(NC(=O)c1cccc(-n2cccn2)c1)c1nnc2n1CCNCC2 (stereo not drawn)
  2.5	0.6	-10.8
CCCc1ccc(-c2nccn2Cc2cccnc2)o1
  8.6	-2.1	-13.8
COc1ccc(C(NC(=O)c2ccc(C)s2)C2CC2)cc1 (stereo not drawn)
  -4.5	-0.1	.
O=c1c(C=NNc2ccccc2)c(Sc2nnnn2-c2ccccc2)nc2ccccn12
  7.1	-6.7	.

# Rewritten as comma-separated lines: entries from further up.
mol,NPYLR7 ag,hcGAS inh,mcGAS lum
O=C(Nc1cccc(Cl)c1)NC1CCN(c2ccccc2C(=O)NCc2cccc(F)c2)CC1,1.3,-7.0,-5.7
CC(NC(=O)c1cccc(-n2cccn2)c1)c1nnc2n1CCNCC2 (stereo not drawn),2.5,0.6,-10.8

# (more compounds)
# Each structure is followed by: NPYLR7 ag	hcGAS inh	mcGAS lum
COc1ccc(C2Nc3ccccc3C(=O)N2c2ccccc2)cc1CSc1nc2ccccc2s1 (stereo not drawn)
  6.1	-5.8	-2.3
CNC(=O)c1ccc(Sc2nc3cc(F)c(F)cc3[nH]2)nn1
  4.1	5.3	.
CC(C(=O)NC1CCCC1)S(=O)(=O)c1cn[nH]n1 (stereo not drawn)
  1.3	-7.3	.
Cc1ccc(Nc2ccc(N3CCN(S(=O)(=O)c4ccc(C)cc4)CC3)nn2)cc1
  6.4	-1.7	-0.4
CS(=O)(=O)N1CCN(C(=O)C2CCNCC2)C[C@H]1C(=O)N[C@@H](CC1CCCCC1)C(N)=O
  -6.6	-3.9	-4.1
O=C1NC(=S)NC(=O)C1=Cc1cc(Cl)c(OCc2ccc(C(=O)O)cc2)c(Cl)c1
  -7.6	-5.7	8.2
Cc1ccccc1N1CCN(C(C)C(=O)NCc2cccs2)CC1 (stereo not drawn)
  1.9	0.0	.
O=C(NCc1ccc2c(c1)OCO2)C(C1CCCC1)N1CCN(C(=O)c2ccc(Cl)c(Cl)c2)CC1 (stereo not drawn)
  -3.6	4.1	.
Cc1noc(CN(C)C(=O)C2CC(=O)N(CC(C)C)C2)n1 (stereo not drawn)
  8.8	-4.5	-17.5
O=C(c1coc(CN(Cc2cccc(F)c2)Cc2ccc3c(c2)OCO3)n1)N1CCOCC1
  16.8	-7.1	-6.0
CCn1c(=O)c2c(nc3n(C4CCCCC4)c(C)c(C)n23)n(C)c1=O
  2.4	-9.6	.
CCCS(=O)(=O)N1CCC(c2nc(-c3ccc(C(F)(F)F)cc3)no2)CC1
  19.3	-5.9	-7.3
CCCN(Cc1c(C)nn(-c2ccccc2)c1N1CCN(C)CC1)S(=O)(=O)c1cccc(C(F)(F)F)c1
  6.2	1.1	-4.0
COc1ccc(C(=O)OC2CCOC2=O)c(OC)c1 (stereo not drawn)
  0.0	-2.4	.
Nc1cc(-c2cccc(Cl)c2)nn1-c1ccc(C(=O)NCc2cccs2)cc1
  -6.8	-3.3	-4.8
Clc1cccc(Cl)c1C1Nc2cccc3cccc(c23)N1
  -2.6	-3.7	-3.4
CCOC(=O)CN1N=C(C)Cn2c1nc1c2c(=O)n(CCC(C)C)c(=O)n1C
  -12.2	4.5	.
CC1CCN(c2nc(-c3ccccc3)nc3c2CN(C(=O)NCc2ccccc2)CC3)CC1
  20.3	-2.4	-5.0
COC(=O)c1cc(C[C@H]2CNCC[C@H]2CC(=O)NCCN2CCOCC2)no1
  -6.9	-4.6	-7.3
CCOC(=O)N1CCC(N2CCCC(CCC(=O)NCc3ccccc3Cl)C2)CC1 (stereo not drawn)
  13.2	-9.1	-10.2
COC(=O)CCC(=O)N1CCCC(Nc2ccc(C)c(C)c2)C1 (stereo not drawn)
  0.1	-4.9	.
O=C(CCCc1ccccc1)Nc1ccnn1C1CCN(C(=O)c2ccccn2)CC1
  1.0&-5.1	-4.0&-8.3	-1.8
CNC(=O)N1CCC(OC2CCCC2)CC1
  .	8.0	-0.1
CNc1ccccc1C(=O)Nc1cccc(NC(=O)Cc2ccccc2)c1
  21.1	-3.5	.
CCC(C(=O)N1CCN(C(=O)c2cn(C)cc3c(=O)n(-c4ccccc4)nc2-3)CC1)c1ccccc1 (stereo not drawn)
  -0.3	-9.2	-4.7
CON(C)C(=O)C(C)(C)NC(=O)OC(C)(C)C
  12.6	-4.6	.
COCCN1C(=O)N(Cc2cccnc2)C(=O)C12CCN(Cc1c(F)cccc1Cl)CC2
  17.8	-6.3	-6.9
CCOc1cccc2sc(N(CCN(C)C)C(=O)c3ccnn3C)nc12
  .	-9.0	-8.4
CN(CCOc1ccccc1)C1=NS(=O)(=O)c2ccccc21
  -5.2	2.8	0.4
COc1cc2c(cc1OC)C(CNC(=O)C1CC1)N(C(=O)NC(C)(C)C)CC2 (stereo not drawn)
  -1.6	-8.0	-7.5

# Ordered by length of the SMILES (high to low): 6 of the compounds above
# Each structure is followed by: NPYLR7 ag	hcGAS inh	mcGAS lum
CCC(C(=O)N1CCN(C(=O)c2cn(C)cc3c(=O)n(-c4ccccc4)nc2-3)CC1)c1ccccc1 (stereo not drawn)
  -0.3	-9.2	-4.7
CC1CCN(c2nc(-c3ccccc3)nc3c2CN(C(=O)NCc2ccccc2)CC3)CC1
  20.3	-2.4	-5.0
COc1cc2c(cc1OC)C(CNC(=O)C1CC1)N(C(=O)NC(C)(C)C)CC2 (stereo not drawn)
  -1.6	-8.0	-7.5
CCOc1cccc2sc(N(CCN(C)C)C(=O)c3ccnn3C)nc12
  .	-9.0	-8.4
CN(CCOc1ccccc1)C1=NS(=O)(=O)c2ccccc21
  -5.2	2.8	0.4
Clc1cccc(Cl)c1C1Nc2cccc3cccc(c23)N1
  -2.6	-3.7	-3.4

# Next section:
# Each structure is followed by: NPYLR7 ag	hcGAS inh	mcGAS lum
CC1(C(=O)NCCCN2CCCC2=O)CCN1C1Cc2ccccc2C1 (stereo not drawn)
  11.4	-10.4	.
CCN(C)c1ccc(CNS(=O)(=O)CC2CCCO2)cc1F (stereo not drawn)
  2.0	-4.4	.
O=C(CSc1ccc2nnc(-c3cccnc3)n2n1)Nc1nc2ccccc2s1
  -1.2	1.0	-5.5
Cc1nc(-c2ccncc2)[nH]c(=O)c1CC(=O)N(C)C1CCCCCCC1
  2.2	-4.0	.
CCOC(=O)C1CCN(C(=O)c2cccc(CSc3nc(C)c(C)c(N(CC)CC)n3)c2)CC1
  -5.8	6.0	-0.3
N#CCc1ccc(NC(=O)c2ccc(C(=O)c3ccccc3)cc2)cc1
  -1.5	4.7	-5.1
CC(=O)Nc1nc(CN2CCCC2c2ccc(C)c(C)c2)cs1 (stereo not drawn)
  4.0	-2.9	.
